aSyn yeast inh – qHTS of alpha-syn Inhibitors | Yeast expressing alpha-synuclein, growth rescue, BacTiter-Glo, 24 h | Potency, µM (highest dose often 46.1 µM), for inactives: at the top dose growth rescue (activation), most hits filed as activators | 0.14% of 370,000 active; also: potency is read from the fitted curve at half-maximal effect; % of control where 0% means no effect; nearly all actives have a fitted effect of over 65% in size
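Galactose-induced alpha-syn yeast (OD600=0.02, raffinose-pregrown) + pinned cpd, 24 hr, 30 deg C; growth by BacTiter-Glo luminescence. Growth restoration scores as activation.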
PTHR1 agonist – qHTS for PTHR1 Agonists: Primary Screen; Parathyroid hormone/parathyroid hormone-related peptide receptor (Homo sapiens), Q03431; HEK293 GP2 PTHR1 cells, GloSensor cAMP luminescence, 1 h; Potency, µM (series often up to 115 µM), without a hit: top-dose activation, actives largely listed as activators; 0.075% of 410,000 active; also: potency is read from the fitted curve at half-maximal effect; nearly all actives have a fitted effect of over 55% in size; some results filed as inactive show a strong effect at the top dose; inactives centre near -15; many of its hits are not listed in these tables
Target sequence (Q03431 whole entry, looked up): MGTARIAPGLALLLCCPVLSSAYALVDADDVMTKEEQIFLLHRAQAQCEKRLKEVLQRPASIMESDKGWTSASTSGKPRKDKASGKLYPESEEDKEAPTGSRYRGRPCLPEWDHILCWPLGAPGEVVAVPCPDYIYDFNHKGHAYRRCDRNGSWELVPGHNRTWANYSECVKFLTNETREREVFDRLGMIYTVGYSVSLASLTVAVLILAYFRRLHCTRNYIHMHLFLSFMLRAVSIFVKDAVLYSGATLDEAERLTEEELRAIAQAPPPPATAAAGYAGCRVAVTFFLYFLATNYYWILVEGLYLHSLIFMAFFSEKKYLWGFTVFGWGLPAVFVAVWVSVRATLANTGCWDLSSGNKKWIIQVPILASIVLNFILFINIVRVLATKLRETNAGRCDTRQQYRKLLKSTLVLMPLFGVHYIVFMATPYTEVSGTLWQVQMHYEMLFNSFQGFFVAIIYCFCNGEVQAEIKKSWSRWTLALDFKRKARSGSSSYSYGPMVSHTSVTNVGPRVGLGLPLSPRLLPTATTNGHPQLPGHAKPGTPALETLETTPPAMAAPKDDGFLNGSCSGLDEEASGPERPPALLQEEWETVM
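HEK-293-derived GP2 cells expressing PTHR1 and a GloSensor cAMP reporter, 3,000/well, plated overnight, given luciferin plus IBMX (each 0.5 mM as added) for 1 h at 37 °C, then compound for 1 h at 37 °C. Luminescence was read after 15 min at room temperature.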
FUS suppressor – qHTS for Suppressors of FUS Proteinopathy: Primary screen using FUS-linked yeast assay; S. cerevisiae FUS-expressing, growth rescue, OD600, 24 h; Potency, µM (doses to about 76.6 µM), inactives show top-dose growth rescue (activation), usual class: activators; 0.24% of 390,000 active;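 also: potency is read from the fitted curve at half-maximal effect; plate controls were DMSO vehicle for no effect and reference control for full effect; nearly all actives have a fitted effect of over 55% in size; some results filed as inactive show a strong effect at the top dose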
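Cultures pregrown in 2.5% raffinose medium are shifted to minimal medium containing 2% galactose to express toxic FUS. Compounds are tested at several concentrations. After 24hr at 30C, growth is quantified at 600 nm absorbance.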
pAkt inh – HTS Assay for Inhibitors of Akt Phophorylation: Primary Screen. Neuro2A IGF-stimulated pAkt S473 HTRF, 20 min; active compounds read low. activity change, % for hits at 50 µM. 0.32% of 360,000 active; in the data active = activity change below about -80%; inconclusive = mostly about -51% to -80%; also: % is scaled to controls: 0 for no effect and ±100 for the full control effect
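Neuro2A cells in DMEM with 0.5% FBS, overnight at 37 deg C, given compound at single 50 µM final, then IGF (6 nM final) for 20 min at 37 deg C. Lysed; phospho-Akt Ser473 by HTRF after 24 h, 665/615 ratio.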
TDP43 rescue – qHTS of TDP-43 Inhibitors; TDP-43 expressing yeast growth rescue, BacTiter-Glo, 24 h; Potency, µM (top dose mostly 46.1 µM), inactives show top-dose growth rescue (activation), hits mostly activators; 1.8% of 410,000 active; AID 652104, 2013; also: potency is read from the fitted curve at half-maximal effect; % of control where 0% means no effect; nearly all actives have a fitted effect of over 50% in size
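In this qHTS, compounds that restore growth of yeast expressing TDP-43 appear as activators. Cells (OD600=0.02, galactose medium, raffinose-pregrown) are incubated with compound 24 hr at 30 deg C and growth is quantified by BacTiter-Glo.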
MmCpn inh – Inhibitors of TCP-1 ring complex (TRiC) of Methanococcus maripaludis (MmCpn): qHTS; AID 504842, 2011; Potency, µM (series often up to 76.9 µM), without a hit: at the top dose activity, negative = inhibition, hits mostly inhibitors; 0.031% of 330,000 active; purified Mm-Cpn ATPase, ADP Transcreener TR-FRET; also: potency is read from the fitted curve at half-maximal effect; % is scaled to controls: 0 for no effect and ±100 for the full control effect; nearly all actives have a fitted effect of over 80% in size
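ATP (10 uM final) was added to archaeal chaperonin (25 nM final) after 10 min exposure to test compound at 37°C; after 30 min further incubation, ADP was detected by competitive TR-FRET.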
HEK293 tox – qHTS of GLP-1 Receptor Inverse Agonists: Cytotox Screen | Potency, µM (titrated, usually from 38.3 µM), inactives show top-dose activity change, negative = inhibition, most hits filed as inhibitors | 0.13% of 410,000 active | HEK293 cAMP-luciferase reporter cells, luminescence, 24 h;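 also: loss of luciferase light is scored as toxicity; potency is read from the fitted curve at half-maximal effect; % is scaled to controls: 0 for no effect and ±100 for the full control effect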
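Here, cytotoxicity is scored as loss of luminescence. The MLSMR collection was tested on cells seeded in medium containing 10% Nu serum, with a 24 hr compound exposure preceded by 12 hours of culture.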
GLP-1R inv ag – qHTS of GLP-1 Receptor Inverse Agonists (Inhibition Mode) | 1.6% of 410,000 active | HEK293 GLP-1R CRE-luciferase, luminescence, 24 h; GLP-1R form is constitutively active | Potency, µM (series often up to 38.3 µM), inactives show at the highest dose activity change, negative = inhibition, usual class: inhibitors | AID 624417, 2012; also: potency is read from the fitted curve at half-maximal effect; % is scaled to controls: 0 for no effect and ±100 for the full control effect; nearly all actives have a fitted effect of over 55% in size
Target sequence (P43220 whole entry, looked up): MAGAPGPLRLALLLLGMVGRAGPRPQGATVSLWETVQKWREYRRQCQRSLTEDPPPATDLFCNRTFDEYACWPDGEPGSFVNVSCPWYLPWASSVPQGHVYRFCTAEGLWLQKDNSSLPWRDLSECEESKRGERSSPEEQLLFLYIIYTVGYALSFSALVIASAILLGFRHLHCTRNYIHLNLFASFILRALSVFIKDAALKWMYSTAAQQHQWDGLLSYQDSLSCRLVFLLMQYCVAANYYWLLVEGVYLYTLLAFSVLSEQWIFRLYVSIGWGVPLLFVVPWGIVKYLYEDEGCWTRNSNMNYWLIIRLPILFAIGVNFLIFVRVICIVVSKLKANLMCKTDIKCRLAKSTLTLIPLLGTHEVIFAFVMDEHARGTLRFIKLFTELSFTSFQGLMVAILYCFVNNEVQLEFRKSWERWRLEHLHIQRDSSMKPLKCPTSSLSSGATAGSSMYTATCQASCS
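Stable HEK293 clone (constitutively active GLP-1R + cAMP-response luciferase); 200 cells/uL plated, 12 h pre-culture, compound 24 hr, 37 deg C/5% CO2; detection reagent 12 min RT; luminescence.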
Abeta yeast res – qHTS for compounds that reverse cellular toxicity of Amyloid beta (A-beta) peptide in yeast: Primary Screen | yeast expressing A-beta42, growth rescue, OD600, 48 h; response scale: 0% DMSO, 100% iron-clioquinol control | Potency, µM (titrated, usually from 46.1 µM), for the others: at the top dose growth rescue, hits mostly activators | 0.063% of 410,000 active | AID 1347071, 2019; also: potency is read from the fitted curve at half-maximal effect; nearly all actives have a fitted effect of over 55% in size
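Yeast A-beta toxicity model in growth medium with pinned compounds, 48 h at 30 C; growth read as absorbance at 600 nm. Normalized to FeCl3/clioquinol equimolar mix (positive) and DMSO (negative).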
Starred values were filed as active, the others as inactive; i = inactive; ? = inconclusive; / = no result given; [ ] = dose if it differs, or a comment. Unless noted, calls follow the shape of the dose curve; as a rule, active = well fitted curve in the direction sought with a large enough effect; inconclusive = small, poorly fitted or top-dose-only effect, or another doubt; inactive = no such curve, though single readings can be large; an effect the other way counts as inactive or inconclusive. The list is partial (hit frequency here may not be typical).

SMILES | aSyn yeast inh | PTHR1 agonist | FUS suppressor | pAkt inh | TDP43 rescue | MmCpn inh | HEK293 tox | GLP-1R inv ag | Abeta yeast res
CCOC(=O)c1c(CC(C)C)csc1NC(=O)CCl | -20% | -5%[57.5 µM] | 14% | i | ? | 0% | -5% | 12% | -13%
NC(=O)C(F)(F)C12OC3C4C5CC(C6C5C3C61)C42 (configuration not stated) | -10% | i | -11% | i | -4% | 1% | 13% | 13% | 18%
COc1ccc(/C=N/NC(=O)c2ccn[nH]2)cc1COc1ccc(Cl)cc1 | 12% | -15% | 24% | i | 18µM* | -4% | -10% | ? | -3%
Cc1ccc(NC(=O)c2cnccn2)cc1S(=O)(=O)N(C)C | 4% | i | / | i | 14% | -1% | 24% | 13% | 9%
O=C(/C=C/c1ccc(O)cc1)c1c(O)cc(O)cc1O | 0% | -19% | -13% | i | 9% | -1% | -13% | 4% | 15%
Cc1cc(N/N=C/c2ccc([N+](=O)[O-])o2)nc2ccccc12 | 0% | -58% | 21% | i | 13µM* | -4% | ? | -18% | -27%
CN1CCC(NCCC(c2ccc(F)cc2)c2ccc(Cl)cc2)CC1 (configuration not stated) | 12% | -7% | 17% | i | 12% | 7% | ? | ? | -5%
CCc1ccc(C(O)(CC)C(CN2CCOCC2)c2ccccc2)cc1 (configuration not stated) | 1% | i | 14% | i | 2% | -2% | 8% | ? | -3%
O=C(c1cc[n+]([O-])cc1)N1CCCC(N2CCN(c3cccc(C(F)(F)F)c3)CC2)C1 (configuration not stated) | -2% | -7% | / | i | -15% | -1% | 3% | -22% | -13%
COc1cc(C(=O)NCCc2csc3nc(-c4ccccc4C)nn23)cc(OC)c1OC | / | i | 22% | / | 4% | / | 1% | -2% | -8%
CCOC(=O)c1c(C)c(C)n2c1NC(=O)C2 | -12% | -23% | 26% | i | 13% | / | 0% | 10% | -6%
CC1CN(c2nc3ccccc3nc2C(C#N)C(=O)NCc2ccc3c(c2)OCO3)CC(C)O1 (configuration not stated) | -4% | 10%[57.5 µM] | 39% | i | -9% | 1% | 71%[activator] | 4% | -8%
COc1ccc(NC(=O)C2CC(=O)NC(Nc3cccc(C)c3)=N2)cc1 (configuration not stated) | 3% | 0% | -36% | i | 18% | -1% | -7% | 4% | 4%[9.22 µM]
Cc1ccc(OCCNCC(O)COc2ccccc2)cc1 (configuration not stated) | -4% | -10% | -23% | i | -13% | -1% | 18% | ? | -1%
Cc1ccc(S(=O)(=O)N(C(=O)c2ccncc2)c2ccc(OC(=O)c3ccncc3)c3ccccc23)c(C)c1 | 23% | -21% | 44% | i | 6% | 0% | ? | ? | 4%
Oc1c(Cl)cc(Cl)c2cccnc12 | ? | -24% | -7% | i | ? | 3% | ? | ? | -76%[inhibitor]
C=Cn1nc(C)c2ccccc2c1=O | 5% | i | -38% | i | 23% | 1% | 10% | 40%[activator] | 9%[9.22 µM]
CN1C[C@@H]2C(c3ccc(C(F)(F)F)cc3)C3(c4cccnc4)CC2(C3)[C@H]1c1ccccc1 (some centres not stated) | 1% | -17% | -7% | i | 10% | 0% | 7% | ? | 9%
CCOc1cc(C(=S)N2CCOCC2)ccc1OC | -28% | i | -13% | i | -1% | 1% | -2% | 0% | 8%
Cc1ccc(CC2SC(N=C(N)N)=NC2=O)cc1 (configuration not stated) | -2% | -1% | 3% | i | 3% | 0% | 11% | 3% | -3%
c1ccc(Nc2n[nH]nc2-c2ccccc2)cc1 | 10% | -11%[57.5 µM] | 0% | i | 13µM* | 0% | -5% | 22% | 14%
CC(C)Oc1ccc(/C(O)=C2/C(=O)C(=O)N(CCN3CCNCC3)C2c2ccc(C(C)C)cc2)cc1 (configuration not stated) | 1% | i | 10% | i | 4% | -3% | -6% | 4% | -14%
CCOC(=O)N1CCN(C(=O)CSc2nc(=O)n3cccc(C)c3n2)CC1 | 2% | -11% | -2% | i | -1% | 1% | 3% | 10% | -1%
Cc1occc1-c1nnc(SCC(=O)N2CCCc3ccccc32)n1Cc1ccco1 | -9% | -39%[inhibitor] | 12% | i | -8% | 0% | -10% | ? | 22%
CCc1ccc(NC(=O)CCNS(=O)(=O)c2cccc3nsnc23)cc1 | 14% | -9%[57.5 µM] | -6% | i | -13% | 0% | -20% | -40% | 2%
C[C@H](CO)N1C[C@H](C)[C@@H](CN(C)C(=O)NC2CCCCC2)Oc2c(NC(=O)Nc3ccc(C(F)(F)F)cc3)cccc2C1=O | -19% | -47%[inhibitor] | 27% | i | -3% | -3% | -22% | -10% | -1%
Cc1ccc2nc(-c3ccc(Cl)s3)c(Nc3ccc4c(c3)OCCO4)n2c1 | / | i | -8% | / | 8% | / | -7% | 13% | 5%
c1ccc(CCC2CCCCN2Cc2nc(C3CC3)no2)cc1 (configuration not stated) | -2% | i | -21% | i | 14% | -1% | 10% | ? | 1%
COc1ccccc1N(CC(=O)NC1CCCCC1)S(=O)(=O)c1ccccc1 | 0% | i | -12% | i | -1% | 0% | -2% | -10% | 13%
Cc1oc2ncnc(N)c2c1C | 2% | i | -26% | / | 5% | 1% | 0% | 14% | 6%
Cc1noc(C)c1COc1ccccc1C(=O)NCCc1ccccc1 | -1% | i | -4% | i | 27% | -4% | -28% | ? | 22%
Cc1cccc(N=C2NN=C(c3ccc4c(c3)OCCO4)CS2)c1 | 3% | -17% | ? | i | -5% | -13% | -6% | 3% | 1%
O=C(NCCOc1ccc(F)cc1)C1CCC(=O)N(Cc2ccc(Cl)cc2)C1 (configuration not stated) | -7% | i | 28% | i | 15% | / | -5% | ? | -6%
Cc1noc(C)c1COc1ccc(C(=O)OCC(=O)Nc2cccc(S(=O)(=O)N3CCOCC3)c2)cc1 | 1% | -16% | / | i | -7% | -2% | -21% | -14% | -8%
COCCNC(=O)c1ccc2c(c1)N(Cc1cccc(Cl)c1)C(=O)c1ccccc1S2(=O)=O | / | -12% | 43% | / | 6% | / | -4% | -17% | 22%
O=C(O)/C(=C\c1cccc(O)c1)c1ccc(S(=O)(=O)N2CCCC2)s1 | -3% | i | 21% | i | 7% | -2% | 0% | 7% | -12%
CCN1CCN(CCNC(=O)CCCCCn2c(=O)[nH]c3cc(C(=O)OC)ccc3c2=O)CC1 | 5% | i | 8% | i | -14% | 2% | 23% | 0% | 5%
CC(C)NC(=O)c1cc2n(n1)C(C(F)(F)F)CC(c1ccco1)N2 (configuration not stated) | -7% | i | -23% | i | 13% | 1% | -6% | -15% | -1%
CCOC(=O)CSc1nc2cc3c(cc2c(=O)n1CCCC(=O)NCc1ccc2c(c1)OCO2)OCO3 | / | i | 4% | / | 10% | / | -4% | 7% | -4%
O=C(CSc1cccc(C(F)(F)F)c1)Nc1ccc(Cl)cc1Cl | 1% | -8%[57.5 µM] | -26% | i | 10% | 0% | 13% | -2% | 6%
C[n+]1c2n(c3ccccc31)N=C(c1ccc(-c3ccccc3)cc1)CS2 | 7% | i | -5% | i | -2% | 2% | -10% | ? | -75%[inhibitor]
CCC(Sc1ncccc1C(=O)OC(C)C)C(=O)N1CCOCC1 (configuration not stated) | 6% | -3%[57.5 µM] | 18% | i | -16% | 2% | -1% | 2% | -4%
Oc1ccc(C[C@H]2CNCCN2CCc2cc(C(F)(F)F)cc(C(F)(F)F)c2)cc1 | -4% | -34%[inhibitor] | -14% | i | 21% | 0% | -20% | ? | 10%

Two compounds picked at random from the list so far, as already listed:
SMILES | aSyn yeast inh | PTHR1 agonist | FUS suppressor | pAkt inh | TDP43 rescue | MmCpn inh | HEK293 tox | GLP-1R inv ag | Abeta yeast res
Cc1noc(C)c1COc1ccc(C(=O)OCC(=O)Nc2cccc(S(=O)(=O)N3CCOCC3)c2)cc1 | 1% | -16% | / | i | -7% | -2% | -21% | -14% | -8%
Cc1occc1-c1nnc(SCC(=O)N2CCCc3ccccc32)n1Cc1ccco1 | -9% | -39%[inhibitor] | 12% | i | -8% | 0% | -10% | ? | 22%

6 compounds from above, arranged by the number in TDP43 rescue, largest number first.
mol | aSyn yeast inh | PTHR1 agonist | pAkt inh | TDP43 rescue | MmCpn inh | GLP-1R inv ag
O=C(NCCOc1ccc(F)cc1)C1CCC(=O)N(Cc2ccc(Cl)cc2)C1 (configuration not stated) | -7% | i | i | 15% | / | ?
CCOC(=O)CSc1nc2cc3c(cc2c(=O)n1CCCC(=O)NCc1ccc2c(c1)OCO2)OCO3 | / | i | / | 10% | / | 7%
CCOc1cc(C(=S)N2CCOCC2)ccc1OC | -28% | i | i | -1% | 1% | 0%
NC(=O)C(F)(F)C12OC3C4C5CC(C6C5C3C61)C42 (configuration not stated) | -10% | i | i | -4% | 1% | 13%
Cc1cccc(N=C2NN=C(c3ccc4c(c3)OCCO4)CS2)c1 | 3% | -17% | i | -5% | -13% | 3%
CCC(Sc1ncccc1C(=O)OC(C)C)C(=O)N1CCOCC1 (configuration not stated) | 6% | -3%[57.5 µM] | i | -16% | 2% | 2%
